CHRM4 PAM: positive allosteric modulators of human muscarinic M4 receptor; P08173; CHO-K1 hM4/Gqi5, Fluo-8 calcium fluorescence, ACh EC20; 0% = ACh EC20, 100% = maximal ACh; activation, % at 3 µM; 360,000 tested, 0.4% active;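 active = activation above its plate's cutoff, the mean activation of sample wells plus 3 SD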; also: some results filed as inactive read as strong as hits
Target sequence (P08173 whole entry, looked up): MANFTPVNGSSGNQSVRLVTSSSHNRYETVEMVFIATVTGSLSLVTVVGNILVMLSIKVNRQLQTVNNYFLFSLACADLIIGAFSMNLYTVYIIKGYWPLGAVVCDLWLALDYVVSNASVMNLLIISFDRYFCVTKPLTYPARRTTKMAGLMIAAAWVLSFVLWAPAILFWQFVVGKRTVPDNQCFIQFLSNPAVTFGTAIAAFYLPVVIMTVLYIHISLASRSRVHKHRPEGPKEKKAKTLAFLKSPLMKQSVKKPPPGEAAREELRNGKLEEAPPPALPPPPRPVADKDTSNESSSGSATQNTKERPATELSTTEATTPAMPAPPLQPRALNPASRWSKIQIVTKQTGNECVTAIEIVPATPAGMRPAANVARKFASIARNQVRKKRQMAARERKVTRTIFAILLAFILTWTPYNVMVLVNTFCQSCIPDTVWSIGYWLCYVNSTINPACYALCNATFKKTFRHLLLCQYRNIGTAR
M5 antag: CHRM5 antagonism in calcium assay | 360,000 tested, 0.59% active | inhibition, % at 3 µM | AID 624040 | CHO-hM5 cells, Fluo-8 calcium fluorescence, ACh EC80;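 active = inhibition above a per-plate cutoff, the mean of that plate's test compounds plus 3 SD, cut at about 27% in these data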;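 also: 0% = acetylcholine EC80 with DMSO and 100% = DMSO without agonist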
CHRM1 PAM: human CHRM1 positive allosteric modulation; P11229; CHO-K1 hM1, Fluo-8 calcium fluorescence, ACh EC20; 0% = ACh EC20, 100% = maximal ACh; activation, % at 3 µM; 360,000 tested, 0.088% active; AID 588819; in the data active = activation above about 19%, passing the limit was not always enough
Target sequence (P11229 whole entry, looked up): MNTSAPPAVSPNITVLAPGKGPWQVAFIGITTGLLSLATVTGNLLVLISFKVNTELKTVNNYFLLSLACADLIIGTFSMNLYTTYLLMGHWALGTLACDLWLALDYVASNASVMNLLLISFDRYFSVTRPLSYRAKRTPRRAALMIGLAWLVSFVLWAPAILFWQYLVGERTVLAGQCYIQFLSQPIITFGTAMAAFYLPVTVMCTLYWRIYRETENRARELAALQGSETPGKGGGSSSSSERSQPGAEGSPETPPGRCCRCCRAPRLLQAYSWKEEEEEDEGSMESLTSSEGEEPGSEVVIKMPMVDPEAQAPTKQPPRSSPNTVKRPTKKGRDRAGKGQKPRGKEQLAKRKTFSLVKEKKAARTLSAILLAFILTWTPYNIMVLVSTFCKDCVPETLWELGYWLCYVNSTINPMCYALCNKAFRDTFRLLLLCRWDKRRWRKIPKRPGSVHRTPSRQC
CRFR2-BP ag: CRF-BP/CRF-R2 complex agonism | HEK293 CRF-R2/CRF-BP, calcium dye fluorescence (FLIPR); percent of saturating CRF peptide response | activation, % at 13.2 µM | 350,000 tested, 0.46% active;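 active = activation of at least 50%, plus an integration ratio under a set limit after plate pattern correction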;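 also: plate controls were neutral control wells without compound for no effect and CRF at EC100 for full effect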
M1 antag: antagonists of human M1 muscarinic receptor. inhibition, % at 3 µM. AID 588852. P11229. CHO-K1 hM1, Fluo-8 calcium fluorescence, ACh EC80 antagonist. 360,000 tested, 1.3% active;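 active = percent inhibition above its own plate's cutoff, namely the mean of that plate's compound wells plus 3 SD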;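 also: peak over basal fluorescence ratio during 140 s after agonist addition; 0% = ACh EC80 plus DMSO and 100% = DMSO alone without agonist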
CHRM5 PAM: potentiates acetylcholine response at human M5 receptor; CHO-K1 hM5, Fluo-8 calcium, ACh EC20 PAM; 0% = ACh EC20, 100% = ACh EC100; activation, % at 3 µM; 360,000 tested, 0.3% active; AID 624038;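 active = activation above the run cutoff, the mean activation of all test compounds plus 3 SD, cut at about 18% in these data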
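System – CHO-K1 hM5 cells · Compound – 3 µM, single dose · Incubation – compound preincubation 140 s before EC20 acetylcholine addition · Technique – Fluo-8 calcium fluorescence · Measure – Max/basal fluorescence ratio as % of EC20–EC100 ACh window · Benchmarks – low control EC20 acetylcholine (0%), high control EC100 acetylcholine (100%) · Replication – singlicate, one well per test compound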
CHRM4 agonist: agonists of human muscarinic M4 receptor (CHRM4); P08173; CHO-K1 hM4/Gqi5, Fluo-8 calcium fluorescence; vehicle 0%, full acetylcholine response 100%; 360,000 tested, 0.14% active; activation, % at 3 µM;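 active = activation above the run mean over all test wells plus 3 SD, cut at about 32% in these data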;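 also: peak over basal fluorescence ratio per well then scaled between controls; 0% = DMSO wells and 100% = acetylcholine at EC100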
M4 antag: antagonists of human muscarinic M4 receptor (CHRM4). P08173. 360,000 tested, 0.73% active. CHO-hM4 cells, ACh EC80, Fluo-8 calcium fluorescence. inhibition, % at 3 µM;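 active = inhibition above its plate's cutoff, the mean inhibition of sample wells plus 3 SD, cut at about 27% in these data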;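 also: 0% = acetylcholine EC80 with DMSO and 100% = DMSO without agonist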
CHRM5 agonist: CHRM5 agonism in calcium assay | CHO-K1 hM5 cells, Fluo-8 calcium fluorescence; 0% DMSO wells, 100% maximal acetylcholine response | activation, % at 3 µM | 360,000 tested, 0.19% active | AID 624037 | P08912;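 active = activation above the run's mean over test compounds plus 3 SD, cut at about 23% in these data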;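 also: signal is peak over basal fluorescence ratio across the kinetic read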
* hit, by the source's call; · = no result given; & = joins results of further samples. Rows were taken by chance; about 2.8% have a hit in one of these screens.

SMILES	CHRM4 PAM	M5 antag	CHRM1 PAM	CRFR2-BP ag	M1 antag	CHRM5 PAM	CHRM4 agonist	M4 antag	CHRM5 agonist
CC(C)c1ccc(C2c3[nH]c4ccccc4c3C[C@H]3C(=O)N(c4ccccc4C(=O)N4CCC[C@H]4C(=O)O)C(=O)N23)cc1 (stereo partly drawn)	5	3	1	-1.2	-6	3	0	-7	1
COc1ccc(/C=C/C(=O)Nc2cc(=O)n(C)c(=O)n2C)cc1	17	-3	5	2.4	0	9	3	-9	1
CCOc1ccc(OCC)c(NC(=O)CN2CCN(C(=O)c3ccco3)CC2)c1	-3	-8	6	0.1	-12	-2	3	-11	0
CC(C)(C)NC(=O)c1c(F)c(F)c(F)c(F)c1F	1	2	5	-1.7	-9	0	1	-11	-3
Cc1ccc(-c2nc(SCC(=O)NCC3CCCO3)c(-c3ccccc3)[nH]2)cc1 (stereo not drawn)	-2	-9	0	-7.2	-7	-2	7	-20	-2
CC(C(=O)Nc1ccccc1F)N1CCN(S(=O)(=O)c2ccc(C(F)(F)F)cc2)CC1 (stereo not drawn)	-2	1	6	-0.5	-8	1	2	10	4
Cn1c(=O)c2c(-c3ccccc3)n(-c3ccccc3Br)cc2n(C)c1=O	-13	13	-17	·	20	-8	15	4	-2
CCOC(=O)c1ccc(NC(=O)CN(c2ccc(C)cc2)S(=O)(=O)c2c(C)n[nH]c2C)cc1	-9	5	-8	15	-5	4	15	8	6
Cc1ccc(/C=C2/NC(=O)N(Cc3ccccc3)C2=O)s1	-16	-2	-7	-0.2	11	-12	9	6	2
C/C=C/c1ccc(OCCOc2ccc(C=O)cc2OC)c(OC)c1	-3	1	6	-0.2	-6	-6	6	-4	-3
O=C(O)C1C2CC3OC(=O)C1C3C2 (stereo not drawn)	8	4	16	1.1	-26	11	1	-10	2
Cc1cccc(NS(=O)(=O)c2ccc(C(=O)NCC(C)(C)N3CCOCC3)cc2)c1C	-2	1	-1	2.2	-1	-1	6	-10	-2
COc1cccc(CNS(=O)(=O)/C=C/c2ccc(OC)c(OC)c2)c1	5	3	7	-2.4	-8	1	2	-15	-3
Cc1ccc(Oc2cnc3ccccc3n2)cc1	13	-2	15	-0.1	-17	-5	-1	0	-1
COc1cc(-c2nn3c(C4CCCCC4)nnc3s2)cc(OC)c1OC	10	0	1	-0.3	9	-5	6	-4	2
CCCCN(C(=O)c1cc2c(s1)CCCCC2)c1c(N)n(CCC)c(=O)[nH]c1=O	3	9	-1	-1.6	5	-2	0	5	3
NC(=O)C1(N2CCCCC2)CCN(C(=S)Nc2ccc(F)c(Cl)c2)CC1	7	8	8	4.8	-7	1	3	2	-2
CCOc1ccc(NC(=O)CCC(=O)N/N=C/c2ccc([N+](=O)[O-])s2)cc1	5	8	-2	2.4	5	-7	1	-14	-3
Cc1ccc(S(=O)(=O)N(C)CC(=O)N2CC(C)OC(C)C2)cc1 (stereo not drawn)	4	4	4	-1.1	-4	-5	1	-12	-3
O=C(O)c1ccccc1-c1ccccc1C(=O)NCc1ccco1	0	4	6	-0.9	-10	0	-1	9	1
C[C@H](NC(=O)c1nc[nH]c1C(=O)N1CCN(c2ccccc2)CC1)c1ccccc1	1	5	-3	-2.0	9	-7	2	0	0
CCN(CC)CCCN(C(=O)c1ccccc1F)c1nc(-c2ccc(OC)cc2)cs1	-2	10	-12	0.4	6	-4	4	3	-18
Cc1cc(NC(=O)CSc2nc(CC(C)(C)C)nc3c2c(=O)n(C)c(=O)n3C)no1	-4	0	-3	-3.3	-1	-8	6	-8	2
Cc1ccc(OCC(=O)NCc2ccccn2)cc1	-2	-2	3	-1.2	-8	2	-1	3	1
Cc1cccc(N2CCN(S(=O)(=O)c3ccc4c(c3)n(C)c(=O)c(=O)n4C)CC2C)c1 (stereo not drawn)	14	-3	4	7.3	-7	8	0	-22	0
CCOC(=O)C1CCN(c2c(NCCCN3CCN(Cc4ccccc4)CC3)c(=O)c2=O)CC1	1	-5	-1	-1.5	-6	2	0	1	-5
O=C(O)CC1c2ccccc2C=Cc2ccccc21	7	8	7	1.3	1	8	0	7	2
O=C1c2c(O)cc(O)cc2O[C@@]12c1c(cc(O)c3c1O[C@H](c1ccc(O)cc1)[C@@H](O)C3)O[C@@H]2c1ccc(O)cc1	18	-11	-1	-2.3	3	10	1	-6	-3
CCn1c(SCC(=O)N/N=C\c2ccccc2OCC(=O)O)nnc1-c1ccc(Cl)cc1	-10	1	13	-0.7	-17	-2	0	6	-3
COc1ccccc1-c1cc(C(F)(F)F)nc(S(=O)(=O)CCCC(=O)O)n1	7	6	5	3.0	-3	3	0	4	-3
CC(Cl)C(=O)NNC(=O)CNS(=O)(=O)c1ccccc1 (stereo not drawn)	-4	2	3	0.2	9	4	0	10	-1
COc1ccc(-c2cc(C(=O)Nc3ccc(Br)cc3)no2)cc1	5	1	15	1.1	-11	8	0	-9	-4
Cc1cc(Cl)ccc1OCCNC(=S)NC(=O)c1cccnc1	-2	-14	5	-5.7	-10	7	0	-15	-3
CCCNC(=S)NC1CC2CCCC(C1)N2Cc1ccccc1OC (stereo not drawn)	-2	9	-14	-0.9	9	-5	0	-4	-6
COc1ccc(CCNC(=O)CSc2nnc(Cc3cccn3C)n2C)cc1OC	-3	10	8	-0.3	-13	-2	0	8	1
CCOC(=O)C1CCCN(CC(=O)/C=C2/N(C)c3ccccc3C2(C)C)C1 (stereo not drawn)	8	-2	10	1.8	-7	1	1	3	-4
O=C(CCl)N1CCN(C(=O)C2COc3ccccc3O2)CC1 (stereo not drawn)	10	8	2	3.1	-5	9	2	-21	-6
Cc1ccc(NC(=O)CN(C)CC(=O)Nc2ccccc2C#N)cc1	-4	-5	4	0.3	0	10	2	0	6
Cc1ccc(-c2nnc(-n3ncc(C#N)c3N)c3ccccc23)cc1C	-6	-4	6	-2.5	0	2	1	-3	-1
Cc1cc(C(=O)Cn2cc(C(F)(F)F)ccc2=O)c(C)n1CC1CCCO1 (stereo not drawn)	4	-5	6	-1.1	-11	2	0	1	3
CC(C)NC(=S)N/N=C/c1ccc(N2CCOCC2)cc1	-4	3	2	-1.3	-7	-3	3	-5	-1
CC(=O)C[C@H](O)CC(=O)[C@@H]1OC(=O)CCCCCc2ccccc21	-3	4	1	-0.8	1	-6	1	-1	1
COc1ccc(CNC(=O)C(C)Sc2ccc(C)cc2)cc1 (stereo not drawn)	15	-4	1	0.5	0	9	0	-9	0
N#Cc1ccc(Oc2cccc3cccnc23)c([N+](=O)[O-])c1	-5	2	2	2.6	7	0	2	4	-5
CC(=O)Nc1cc(C)nn1-c1nc2ccccc2s1	-2	-7	4	-0.7	3	1	6	-30	-4
OCC1(Cc2ccccc2F)CCCN(CC2CCCCC2)C1 (stereo not drawn)	-8	9	-5	1.5	1	-2	0	1	-13
COc1ccc(NC(=O)c2cc3n(n2)C(C(F)(F)F)CC(c2ccco2)N3)cc1 (stereo not drawn)	16	5	8	-1.8	-11	-2	3	10	-2
Cc1ccccc1N(C(=O)c1cccs1)c1nc2ccccc2s1	-2	-6	1	-3.9	-25	4	0	-9	-5

Compound profiles, from the list above:
COc1ccc(NC(=O)c2cc3n(n2)C(C(F)(F)F)CC(c2ccco2)N3)cc1 (stereo not drawn) as listed: CHRM4 PAM = 16; M5 antag = 5; CHRM1 PAM = 8; CRFR2-BP ag = -1.8; M1 antag = -11; CHRM5 PAM = -2; CHRM4 agonist = 3; M4 antag = 10; CHRM5 agonist = -2
COc1ccc(CNC(=O)C(C)Sc2ccc(C)cc2)cc1 (stereo not drawn) as listed: CHRM4 PAM = 15; M5 antag = -4; CHRM1 PAM = 1; CRFR2-BP ag = 0.5; M1 antag = 0; CHRM5 PAM = 9; CHRM4 agonist = 0; M4 antag = -9; CHRM5 agonist = 0

(cont.)
SMILES	CHRM4 PAM	M5 antag	CHRM1 PAM	CRFR2-BP ag	M1 antag	CHRM5 PAM	CHRM4 agonist	M4 antag	CHRM5 agonist
Cc1ccc(NC(=O)CN2C(=O)NC3(CCCc4ccccc43)C2=O)c(Cl)c1 (stereo not drawn)	4	-2	8	-0.6	-14	-2	3	-23	10
CCCCN(C(=O)C1CC(=O)N(Cc2ccc(C)cc2)C1)c1c(N)n(CC(C)C)c(=O)[nH]c1=O (stereo not drawn)	-1	-4	0	0.2	7	3	0	7	-2
CCCc1cc(=O)[nH]c(SCC(=O)Nc2oc(C)c3c(C)n[nH]c(=O)c23)n1	5	11	6	-1.1	-4	4	1	-7	-1
COc1ccc(CC(=O)N/N=C(\C)c2cccc(NC(=O)C3CC3)c2)cc1	11	-9	18	-0.5	0	15	2	4	0
COc1ccc(OC)c(NC(=O)c2ccc(CN(c3cc(Cl)ccc3C)S(=O)(=O)c3ccccc3)cc2)c1	2	2	2	-0.8	-2	-1	0	9	-2
Cc1ccc2nc(SCC(=O)NCc3ccc4c(c3)OCO4)nc(=O)n2c1	2	-1	4	1.5	3	-1	1	2	-1
O=C(COC(=O)C1CCC(=O)N1)Nc1ccc(Br)cc1 (stereo not drawn)	-6	-5	-5	-1.4	10	6	0	6	2
COc1ccc(S(=O)(=O)N2CCC(C(=O)Nc3cc(Cl)ccc3N3CCOCC3)CC2)cc1OC	-8	4	-3	-0.5	2	-6	6	-9	1
O=C(NCc1ccc(Cl)cc1)C1CCCN(c2cnccn2)C1 (stereo not drawn)	3	1	19	-4.3	-16	3	3	2	-3
O=C(CSc1nc2sc3c(c2c(=O)n1-c1ccccc1)CCCC3)NCc1ccco1	6	3	11	2.1	-19	-5	1	-1	3
COc1ccc(NC2c3ncccc3C(=O)N2Cc2ccccc2)c(OC)c1 (stereo not drawn)	9	2	4	-0.8	-6	-6	0	-4	-1
COc1ccc(-c2csc(NC(=O)c3ccoc3C)n2)cc1	4	2	6	-2.0	-4	6	2	-4	1
CC(C)CC1C(=O)N(Cc2cn(CCC3OCCO3)nn2)CCS(=O)(=O)N1Cc1ccc(-c2ccc(Cl)c(Cl)c2)cc1 (stereo not drawn)	0	11	1	0.3	0	-3	5	-8	1
CNC(=O)c1ccsc1NC(=O)CCS(=O)(=O)c1ccc(Cl)cc1	5	1	5	-0.9	-4	0	6	-16	3
Nc1ccccc1SCC(O)Cn1ccc2ccccc21 (stereo not drawn)	-4	4	4	0.3	-4	-13	2	0	-4
COc1ccc(/C=N/NC(=O)CCN2CCCCC2c2cccnc2)cc1Cn1cc([N+](=O)[O-])cn1 (stereo not drawn)	-16	5	3	-1.3	-10	1	-1	-8	-9
CCCN1CCC(NC(=O)Nc2ccc(F)cc2F)CC1	7	-14	3	8.3	-9	9	1	-14	-4
COC(=O)/C=C/c1c(C)[nH]c(=O)[nH]c1=O	-4	2	5	0.7	-12	0	0	-12	-4
CCN(CC)S(=O)(=O)c1ccc(N(C)C)c(NC(=O)C2CCCC2)c1	7	-15	17	-0.4	0	16	0	0	6
N#Cc1nc(COc2ccccc2)oc1N1CCCC1	-1	1	-2	0.2	-24	-2	0	-8	-7
O=C(c1cccc(Br)c1)N1CCN(c2cnn(-c3ccccc3)c(=O)c2Cl)CC1	35*	2	2	-4.6	0	5	9	-14	-11
COc1cc(NC(=O)c2ccc(N)nc2)cc(C(=O)Nc2cccc(C(F)(F)F)c2)c1	-1&3	0&14	-4&0	2.1&3.1	-2&-3	3&-21	12&5	5&-3	2&5
